SKKanGAS inh: S. pyogenes SKKanGAS growth inhibitors in kanamycin, primary screen, streptokinase expression inhibitor project, SKKanGAS strain, BacTiter-Glo luminescence. 6 h. inhibition, % at 7.5 µM. hit rate 1.3% among 300,000;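 active = mean replicate score, as percent of positive control median, at least 50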;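 note: strain carries kanamycin resistance gene driven by streptokinase promoter and grows in 40 µg/ml kanamycin; loss of luminescence reflects streptokinase promoter inhibition or plain growth inhibition; 0% = median of DMSO wells and 100% = positive control at its reference dose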
ANO1 block: TMEM16A chloride channel inhibitors, primary screen, cell-based, HTS | Anoctamin-1 (Mus musculus), Q8BHY3 | HEK293 TMEM16A/YFP iodide influx fluorescence, ionomycin | normalized B-score (activity score, 25-100; higher = stronger inhibition) at 10 µM | hit rate 1.2% among 310,000 | AID 588511, 2011;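 active = ratio plate-corrected score three or more library SD toward inhibition, starting fluorescence score within five deviations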;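 note: score derived from kinetic fluorescence span divided by baseline fluorescence per well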
TRPC4 PAM: positive allosteric modulators of TRPC4, primary screen, cell-based, mouse TRPC4beta, HEK293 mu-opioid, Fluo-4 calcium | hit rate 0.42% among 310,000 | AID 2227, 2009 | Short transient receptor potential channel 4 (Mus musculus), Q9QUQ5 | B-score at 10 µM | DAMGO EC20, Fluo-4 Ca2+ flux; active compounds read high;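 active = B-score of calcium response area above 5 SD of library B-scores, with initial fluorescence ratio within 5 SD of library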;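 note: B-score of integrated fluorescence ratio over time as area under calcium response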
Target sequence (Q9QUQ5 whole entry, looked up): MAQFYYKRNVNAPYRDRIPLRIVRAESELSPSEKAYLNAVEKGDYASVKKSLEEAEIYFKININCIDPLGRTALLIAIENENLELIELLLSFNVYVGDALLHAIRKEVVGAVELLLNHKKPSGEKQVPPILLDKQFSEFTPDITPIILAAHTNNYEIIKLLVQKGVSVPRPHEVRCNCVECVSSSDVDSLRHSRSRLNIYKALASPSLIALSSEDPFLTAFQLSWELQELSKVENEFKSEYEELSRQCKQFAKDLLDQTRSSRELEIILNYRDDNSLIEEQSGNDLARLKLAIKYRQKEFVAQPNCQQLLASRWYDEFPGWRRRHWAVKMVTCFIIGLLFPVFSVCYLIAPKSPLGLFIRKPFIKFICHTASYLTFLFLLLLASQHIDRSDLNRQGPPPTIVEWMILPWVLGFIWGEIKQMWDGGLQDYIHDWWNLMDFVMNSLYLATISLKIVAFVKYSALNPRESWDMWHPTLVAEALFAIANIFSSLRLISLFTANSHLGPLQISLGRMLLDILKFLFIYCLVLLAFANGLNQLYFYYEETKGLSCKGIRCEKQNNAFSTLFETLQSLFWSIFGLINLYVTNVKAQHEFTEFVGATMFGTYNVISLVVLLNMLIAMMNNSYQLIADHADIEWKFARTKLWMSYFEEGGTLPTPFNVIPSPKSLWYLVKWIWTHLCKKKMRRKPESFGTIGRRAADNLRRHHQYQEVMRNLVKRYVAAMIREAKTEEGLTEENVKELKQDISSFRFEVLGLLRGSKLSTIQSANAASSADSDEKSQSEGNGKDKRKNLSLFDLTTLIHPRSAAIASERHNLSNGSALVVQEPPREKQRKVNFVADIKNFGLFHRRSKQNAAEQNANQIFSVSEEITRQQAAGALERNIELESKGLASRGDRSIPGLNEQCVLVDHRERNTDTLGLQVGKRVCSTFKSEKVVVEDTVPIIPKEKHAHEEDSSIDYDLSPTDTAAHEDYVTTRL
TRPC4 inh: inhibitors of mouse TRPC4 channel, primary screen, Fluo4 calcium, HEK293 TRPC4beta/mu-opioid cells | AID 2247, 2010 | DAMGO-evoked Fluo4 calcium flux; active compounds read low | Short transient receptor potential channel 4 (Mus musculus), Q9QUQ5 | B-score at 10 µM | hit rate 0.39% among 300,000;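 active = B-score over 3 SD under the library average, no early fluorescence shift, positive overall ratio signal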
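Test system – stable TRPC4beta/mu-opioid receptor HEK293 cells · Probe or stimulus – DAMGO, a submaximal dose followed by a maximal one · Dosing – one concentration per compound · Signal – Fluo4 calcium fluorescence by kinetic imaging, 5 s 1 Hz baseline · Evaluation – per-well B score of integrated baseline-normalized Fluo4 ratio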
MrgX1 allo act: positive allosteric modulators of MrgX1, primary screen, HEK293 cells, Fluo-4 calcium flux; FDSS; active compounds read high; B-score at 10 µM; hit rate 0.63% among 310,000; AID 588675, 2011; Mas-related G-protein coupled receptor member X1 (Homo sapiens), Q96LB2;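 active = plate-corrected calcium response at least 3 library SD above typical, normal starting fluorescence, not activating the receptor alone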;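 note: compound read alongside a low EC10 to EC30 dose of BAM8-22 agonist; peak minus trough fluorescence over baseline measured at the second addition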
ANO1 activ: TMEM16A chloride channel activators or potentiators, primary screen, cell-based, HTS | Anoctamin-1 (Mus musculus), Q8BHY3 | HEK293 TMEM16A/YFP-H148Q/I152L, iodide quench fluorescence; active compounds read low | B-score at 10 µM | hit rate 0.3% among 340,000 | AID 623877, 2012;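 active = fluorescence-ratio B-score plate-corrected deviation score at least 3 library SD below zero, with starting fluorescence score within 5 deviations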;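 note: channel opened by trigger with iodide after compound preincubation; score built on the fluorescence ratio of max minus min over baseline; more negative score means more quench and so TMEM16A activation or potentiation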
MrgX1 ag: agonists of human MrgX1 receptor, primary screen, HEK293 cells, Fluo-4 calcium flux; Mas-related G-protein coupled receptor member X1 (Homo sapiens), Q96LB2; B-score at 10 µM; Fluo-4 calcium fluorescence, agonist mode; active compounds read high; hit rate 0.44% among 310,000;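 active = calcium response B-score plate-corrected fluorescence ratio at least 3 library SD, with starting fluorescence B-score inside 5 SD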
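Assay system: MrgX1-expressing HEK293 cells / Amount: fifteen thousand cells per well / Doses: test compound in the initial addition of three / Timing: cells plated overnight, dye loaded 0.5 h 37 °C, 0.5 h room temperature / Technique: kinetic calcium dye fluorescence, Fluo-4 NW / Control set: positive and negative controls per plate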
TRPC4 agonist: activators of mouse TRPC4 channel, primary screen, Fluo4 calcium, HEK293 TRPC4beta/mu-opioid cells | Short transient receptor potential channel 4 (Mus musculus), Q9QUQ5 | Fluo4 calcium fluorescence; active compounds read high | B-score at 10 µM | hit rate 0.49% among 310,000;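 active = B-score above 5 SD of library B-scores, and initial fluorescence ratio not above library mean plus 5 SD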;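 note: positive B-score marks a calcium rise read as TRPC4 activation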
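Assay system: HEK293 stable line with TRPC4beta plus mu-opioid receptor; schedule: 45 min room-temperature Fluo4 loading, 110 s read; technique: kinetic Fluo4 calcium fluorescence; evaluation: integrated baseline-normalised fluorescence ratio, converted to per-well B score; controls: buffer (low) and maximal DAMGO (high)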
MrgX1 antag: antagonists of human MrgX1 receptor, primary screen, HEK293 cells, Fluo-4 calcium flux. BAM8-22 antagonism; active compounds read low. B-score at 10 µM. hit rate 1.3% among 310,000. AID 588676, 2011;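 active = calcium-response B-score plate-corrected more than 3 library SD below zero, starting fluorescence within 5 deviations, no agonist response on first addition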;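 note: peak minus trough fluorescence over baseline after final BAM8-22 challenge near maximal dose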
TRPC6 inhibitor: mouse TRPC6 channel inhibitors, primary screen, cell-based, HEK293, membrane potential dye; Short transient receptor potential channel 6 (Mus musculus), Q61143; ACh-evoked depolarization; active compounds read low; B-score at 10 µM; hit rate 1.1% among 310,000; AID 2553, 2010;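 active = B-score under library mean minus 3 SD, initial fluorescence not abnormally high, positive integrated signal ratio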;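 note: B-score derived from integrated fluorescence ratio over the kinetic read; more negative B-score means stronger inhibition of depolarization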
TRPC6 activator: mouse TRPC6 channel activators, primary screen, cell-based, HEK293, membrane potential dye | HEK293-TRPC6 membrane potential dye fluorescence; active compounds read high | B-score at 10 µM | Short transient receptor potential channel 6 (Mus musculus), Q61143 | AID 2550, 2010 | hit rate 0.13% among 310,000;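 active = B-score of the integrated fluorescence ratio above library mean plus 3 SD, and starting fluorescence ratio within library mean plus 5 SD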;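 note: higher score means more depolarization so channel activation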
* hit, by the source's call; i = inactive; . = not tested or not shown.

SMILES	SKKanGAS inh	ANO1 block	TRPC4 PAM	TRPC4 inh	MrgX1 allo act	ANO1 activ	MrgX1 ag	TRPC4 agonist	MrgX1 antag	TRPC6 inhibitor	TRPC6 activator
O=C(O)CN=C(NS(=O)(=O)c1ccc(Cl)cc1)c1ccc(F)cc1	-9	i	i	i	i	i	i	i	i	i	i
Cc1cnc(C(=O)OCc2ccc(Br)cc2)cn1	0	i	i	i	i	i	i	i	i	i	i
O=C(Nc1ccccc1)c1cccc(-c2nnc(-c3ccccc3)o2)c1	-8	i	i	i	i	i	i	i	i	i	i
CCCCN1C(Nc2ccccc2)=NC[C@@H]1C	.	i	.	.	i	i	i	.	i	.	.
CCOC(=O)c1[nH]c(CN2CCN(c3ccc(OC)cc3)CC2)c(C(=O)OCC)c1C	0	i	i	i	i	i	i	i	i	i	i
O=C1C=CC(=O)N1c1cccc(-c2ccccc2)c1	22	i	i	i	i	i	i	i	i	i	i
CCOC(=O)C(C)Sc1nnc(Cn2c(=O)sc3ccccc32)n1-c1ccccc1 (stereo unspecified)	3	i	i	i	i	i	i	i	i	i	i
COc1ccccc1C(=O)NCc1nnc(SC(C)C(=O)Nc2nccs2)n1C (stereo unspecified)	0	i	i	i	i	i	i	i	i	i	i
c1csc(CCNc2ncnc3sc4c(c23)CCC4)c1	2	i	i	i	i	i	i	i	i	i	i
CCCS(=O)(=O)N1CCC(C(=O)NCCCOCC)CC1	-3	i	i	i	i	i	i	i	i	i	i
O=C(O)CCN1C(=O)c2ccccc2C1=O	-14	i	i	i	i	i	i	i	i	i	i
CC1=C(C(=O)N2CCN(c3cc(C)ccc3C)CC2)C2(CCCCC2)OC1=O	-4	i	i	i	i	i	i	i	i	i	i
CC1CN(Cc2csc(-c3ccc(Cl)cc3)n2)CC(C)O1 (stereo unspecified)	-25	i	i	i	i	i	i	i	i	i	i
COc1cccc(-c2nnc(NC(=O)c3ccccc3Br)o2)c1	38	i	i	i	i	i	i	i	i	i	i
O=C(NCCC1=CCCCC1)C1CC(=O)N(C2CCCCC2)C1 (stereo unspecified)	1	i	i	i	i	i	i	i	i	i	i
OCCCc1cn(CC2CCCCC2)nn1	7	i	i	i	i	i	i	i	i	i	i
O=C(Nc1ccc(F)cc1)Nc1ccc2ccccc2n1	-12	i	i	i	i	i	i	i	i	i	i
CCCNc1nc(-c2cc(C(=O)Nc3ccccc3)on2)cc(C(C)C)n1	2	i	i	i	i	i	i	i	i	i	i
CCn1c(SCC(=O)Nc2ccc(C)cc2)nc2nc3c(cc2c1=O)CCCC3	3	i	i	i	i	i	i	i	i	i	i
COc1ccccc1N=c1sc2ccccc2n1C	-4	i	i	i	i	i	i	i	i	i	i
COc1ccccc1CNC(=O)CSc1ccc(-c2ccncc2)nn1	3	i	i	i	i	i	i	i	i	i	i
CN1CCN(CCc2cn3ncc(C#N)c3nc2-c2ccc(F)cc2)CC1	-1	i	i	i	i	i	i	i	i	i	i
CN1CC(c2ccccc2)C2(SC(=S)N(Cc3ccco3)C2=O)C12C(=O)Nc1ccccc12 (stereo unspecified)	13	i	i	i	i	i	i	i	i	i	i
O=C(Nc1ccc(Nc2ccccc2)cc1)c1ccc(Cl)cc1	7	i	i	i	i	i	i	i	i	i	i
COC(=O)Cn1nc(-c2ccccc2)n(-c2ccccc2)c1=S	13	i	i	i	i	i	i	i	i	i	i
COc1cccc(CNC(=O)CCS(=O)(=O)c2ccc3c(c2)NC(=O)CO3)c1	-11	i	i	i	i	i	i	i	i	i	i
O=C(Nc1ccc(-n2cccn2)cc1)C1CCN(Cc2ccccn2)CC1	6	i	i	i	i	i	i	i	i	i	i
CC(C)NC(=O)c1n[nH]c(=O)c2ccccc12	-5	i	i	i	i	.	i	i	i	i	i
Cc1cccc(-n2ncc3c(N4CCC5(CC4)OCCO5)ncnc32)c1	-6	i	i	i	i	i	i	i	i	i	i
Cc1ccc(S(=O)(=O)Nc2cccc(C(=O)NCC(c3ccccc3)N(C)C)c2)cc1F (stereo unspecified)	-2	i	i	-10*	i	i	i	66*	i	i	i
CNC(=O)COc1coc(CN2CCN(c3ccccc3F)CC2)cc1=O	-1	i	i	i	i	i	i	i	i	i	i
COc1cccc(C(=O)N2CCN(C(=O)C3COc4ccccc4O3)CC2)c1 (stereo unspecified)	2	i	i	i	i	i	i	i	i	i	i
Cc1cc(C)cc(NC(=S)N2CCN(S(=O)(=O)c3ccccc3)CC2)c1	.	i	i	i	i	i	i	i	i	i	i
COc1ccc(CCN(C)C(=O)C2CCN(Cc3cccc(OC)c3OC)CC2)cc1OC	0	i	i	i	i	i	i	i	i	i	i
O=S(=O)(NCc1ccco1)N1CCCCCC1	-3	i	i	i	i	i	i	i	i	i	i
COc1ccc(NC(=O)CN(c2ccc(Cl)cc2)S(C)(=O)=O)cc1OC	-3	i	i	i	i	i	i	i	i	i	i
COc1ccc(Cl)cc1NC(=S)NCc1ccccn1	-1	i	i	i	i	i	i	i	i	i	i
CCOc1ccccc1NC(=O)Cc1cccs1	1	i	i	i	i	i	i	i	i	i	i
CN(c1ccccc1)S(=O)(=O)c1nnc(NC(=O)C2CCCCC2)s1	1	i	i	i	i	i	i	i	i	i	i
CC1Sc2ccccc2N(CC(=O)N(C(C)C)C(C)C)C1=O (stereo unspecified)	-1	i	i	i	i	i	i	i	i	i	i
COCc1nnc(NS(=O)(=O)c2ccc([N+](=O)[O-])cc2)s1	2	i	i	i	i	i	i	i	i	i	i
C/C(=N\NC(=O)COc1ccccc1F)c1cc2ccccc2o1	-13	i	i	i	i	i	i	i	i	i	i
COCc1c(C(=O)N/N=C(/C)c2ccccc2)nnn1-c1nonc1N	-5	i	i	i	i	i	i	i	i	i	i
CC(C)(C)c1ccc(-c2noc(CCC(=O)NCc3ccco3)n2)cc1	2	i	i	i	i	i	i	i	i	i	i
COc1cccc(-c2nc(CS(=O)(=O)CC(=O)NCCCc3ccccc3)c(C)o2)c1	-6	i	i	i	i	i	i	i	i	i	i
COc1ccc(CCNC(=O)/C=C/C(=O)O)cc1OC	.	i	i	i	i	i	i	i	i	i	i
CCCC(O)(CCC)C(=O)NN(C(=O)CCl)c1cccc(C)c1	2	i	i	i	i	i	i	i	i	i	i
O=C(CSc1nc2nc3c(cc2c(=O)n1-c1ccccc1)CCCC3)Nc1ccccc1	17	i	i	i	i	i	i	i	i	i	i
O=C(NC1CCCCC1)C(c1ccc(Cl)cc1)N1CCC2(CC1)OCCO2 (stereo unspecified)	5	i	i	i	i	i	i	i	i	i	i
Cc1cccc(NC(=S)N2CCCCCC2)c1	-9	i	i	i	i	i	i	i	i	i	i
Carrying on.
SMILES	SKKanGAS inh	ANO1 block	TRPC4 PAM	TRPC4 inh	MrgX1 allo act	ANO1 activ	MrgX1 ag	TRPC4 agonist	MrgX1 antag	TRPC6 inhibitor	TRPC6 activator
COc1cccc(/C=N/NC(=O)c2ccccc2N(Cc2ccccc2)S(=O)(=O)c2ccccc2)c1OC	8	i	i	i	i	i	i	i	i	i	i
COc1ccc(-c2csc(NC(=O)CSc3n[nH]c(N)n3)n2)cc1	0	i	i	i	i	i	i	i	i	i	i
COc1cc(CN2CCC(n3nccc3NC(=O)c3ccc4c(c3)OCO4)CC2)ccc1O	22	i	i	i	i	i	i	i	i	i	i
Cc1ccc(OC(=S)Nc2ccc(F)cc2)cc1	-1	i	i	i	i	i	i	i	i	i	i
N/C(=N/OC(=O)c1ccccc1Cl)c1nonc1N	34	i	i	i	i	i	i	i	i	i	i
Cc1ccc(Nc2nc(CSc3nnc(-c4ccncc4)n3C)cs2)cc1	0	i	i	i	i	i	i	i	i	i	i
CN(C)S(=O)(=O)NCCNC(=O)c1cc(OCC(F)(F)F)ccc1OCC(F)(F)F	2	i	i	i	i	i	i	i	i	i	i
COc1ccc(C(=O)COC(=O)CCc2ccccc2)cc1	1	i	i	i	i	i	i	i	i	i	i
Cc1cc(=O)oc2cc(OC(=O)c3ccco3)ccc12	-2	.	i	i	.	i	.	i	.	i	i
COc1ccc(C(=O)O)cc1S(=O)(=O)N1CCN(c2ccccn2)CC1	1	i	i	i	i	i	i	i	i	i	i
CCC(=O)Nc1nnc(CSCc2ccccc2)s1	1	i	i	i	i	i	i	i	i	i	i
CCC(C)NC(=O)C1CCCCN1S(=O)(=O)c1ccc(F)cc1 (stereo unspecified)	2	i	i	i	i	i	i	i	i	i	i
Cc1ccc(-c2ccc(SCC(=O)N3CCc4ccccc43)nn2)cc1	-4	i	i	i	i	.	i	i	i	i	i
COc1ccccc1-c1ccc(SCC(=O)NCCc2ccccc2)nn1	6	i	i	i	i	i	i	i	i	i	i
O=C(COC(=O)c1cncc(Br)c1)NCc1ccc(F)cc1	-1	i	i	i	i	i	i	i	i	i	i
CC(C)(C)c1ccc(C(=O)N2CCN(c3ncccn3)CC2)cc1	-3	i	i	i	i	i	i	i	i	i	i
COc1ccc(N2CCN(C(=O)C3Cc4ccccc4CN3C(=O)c3ccccc3)CC2)cc1 (stereo unspecified)	4	i	i	i	i	i	i	i	i	i	i
CCOC(=O)c1cc(-c2csc(N/N=C/c3ccccc3Cl)n2)on1	3	i	i	i	i	i	i	i	i	i	i
